Pf apPOL block = Pf-apPOL DNA polymerase inhibition | Recombinant Pf-apPOL, molecular beacon fluorescence, 1.5 h | inhibition, % at 10 µM | hit rate 0.25% among 210,000 | AID 1794808
mHTT CaM bind = mHTT-calmodulin interaction abrogation. P42858. AlphaScreen His-mHTT/GST-CaM binding, luminescence. inhibition, % at 15 µM. hit rate 3.6% among 190,000. AID 1671202;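 further: 0% = both proteins with DMSO and 100% = one protein alone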
Target sequence (P42858 whole entry, looked up, stated change not applied): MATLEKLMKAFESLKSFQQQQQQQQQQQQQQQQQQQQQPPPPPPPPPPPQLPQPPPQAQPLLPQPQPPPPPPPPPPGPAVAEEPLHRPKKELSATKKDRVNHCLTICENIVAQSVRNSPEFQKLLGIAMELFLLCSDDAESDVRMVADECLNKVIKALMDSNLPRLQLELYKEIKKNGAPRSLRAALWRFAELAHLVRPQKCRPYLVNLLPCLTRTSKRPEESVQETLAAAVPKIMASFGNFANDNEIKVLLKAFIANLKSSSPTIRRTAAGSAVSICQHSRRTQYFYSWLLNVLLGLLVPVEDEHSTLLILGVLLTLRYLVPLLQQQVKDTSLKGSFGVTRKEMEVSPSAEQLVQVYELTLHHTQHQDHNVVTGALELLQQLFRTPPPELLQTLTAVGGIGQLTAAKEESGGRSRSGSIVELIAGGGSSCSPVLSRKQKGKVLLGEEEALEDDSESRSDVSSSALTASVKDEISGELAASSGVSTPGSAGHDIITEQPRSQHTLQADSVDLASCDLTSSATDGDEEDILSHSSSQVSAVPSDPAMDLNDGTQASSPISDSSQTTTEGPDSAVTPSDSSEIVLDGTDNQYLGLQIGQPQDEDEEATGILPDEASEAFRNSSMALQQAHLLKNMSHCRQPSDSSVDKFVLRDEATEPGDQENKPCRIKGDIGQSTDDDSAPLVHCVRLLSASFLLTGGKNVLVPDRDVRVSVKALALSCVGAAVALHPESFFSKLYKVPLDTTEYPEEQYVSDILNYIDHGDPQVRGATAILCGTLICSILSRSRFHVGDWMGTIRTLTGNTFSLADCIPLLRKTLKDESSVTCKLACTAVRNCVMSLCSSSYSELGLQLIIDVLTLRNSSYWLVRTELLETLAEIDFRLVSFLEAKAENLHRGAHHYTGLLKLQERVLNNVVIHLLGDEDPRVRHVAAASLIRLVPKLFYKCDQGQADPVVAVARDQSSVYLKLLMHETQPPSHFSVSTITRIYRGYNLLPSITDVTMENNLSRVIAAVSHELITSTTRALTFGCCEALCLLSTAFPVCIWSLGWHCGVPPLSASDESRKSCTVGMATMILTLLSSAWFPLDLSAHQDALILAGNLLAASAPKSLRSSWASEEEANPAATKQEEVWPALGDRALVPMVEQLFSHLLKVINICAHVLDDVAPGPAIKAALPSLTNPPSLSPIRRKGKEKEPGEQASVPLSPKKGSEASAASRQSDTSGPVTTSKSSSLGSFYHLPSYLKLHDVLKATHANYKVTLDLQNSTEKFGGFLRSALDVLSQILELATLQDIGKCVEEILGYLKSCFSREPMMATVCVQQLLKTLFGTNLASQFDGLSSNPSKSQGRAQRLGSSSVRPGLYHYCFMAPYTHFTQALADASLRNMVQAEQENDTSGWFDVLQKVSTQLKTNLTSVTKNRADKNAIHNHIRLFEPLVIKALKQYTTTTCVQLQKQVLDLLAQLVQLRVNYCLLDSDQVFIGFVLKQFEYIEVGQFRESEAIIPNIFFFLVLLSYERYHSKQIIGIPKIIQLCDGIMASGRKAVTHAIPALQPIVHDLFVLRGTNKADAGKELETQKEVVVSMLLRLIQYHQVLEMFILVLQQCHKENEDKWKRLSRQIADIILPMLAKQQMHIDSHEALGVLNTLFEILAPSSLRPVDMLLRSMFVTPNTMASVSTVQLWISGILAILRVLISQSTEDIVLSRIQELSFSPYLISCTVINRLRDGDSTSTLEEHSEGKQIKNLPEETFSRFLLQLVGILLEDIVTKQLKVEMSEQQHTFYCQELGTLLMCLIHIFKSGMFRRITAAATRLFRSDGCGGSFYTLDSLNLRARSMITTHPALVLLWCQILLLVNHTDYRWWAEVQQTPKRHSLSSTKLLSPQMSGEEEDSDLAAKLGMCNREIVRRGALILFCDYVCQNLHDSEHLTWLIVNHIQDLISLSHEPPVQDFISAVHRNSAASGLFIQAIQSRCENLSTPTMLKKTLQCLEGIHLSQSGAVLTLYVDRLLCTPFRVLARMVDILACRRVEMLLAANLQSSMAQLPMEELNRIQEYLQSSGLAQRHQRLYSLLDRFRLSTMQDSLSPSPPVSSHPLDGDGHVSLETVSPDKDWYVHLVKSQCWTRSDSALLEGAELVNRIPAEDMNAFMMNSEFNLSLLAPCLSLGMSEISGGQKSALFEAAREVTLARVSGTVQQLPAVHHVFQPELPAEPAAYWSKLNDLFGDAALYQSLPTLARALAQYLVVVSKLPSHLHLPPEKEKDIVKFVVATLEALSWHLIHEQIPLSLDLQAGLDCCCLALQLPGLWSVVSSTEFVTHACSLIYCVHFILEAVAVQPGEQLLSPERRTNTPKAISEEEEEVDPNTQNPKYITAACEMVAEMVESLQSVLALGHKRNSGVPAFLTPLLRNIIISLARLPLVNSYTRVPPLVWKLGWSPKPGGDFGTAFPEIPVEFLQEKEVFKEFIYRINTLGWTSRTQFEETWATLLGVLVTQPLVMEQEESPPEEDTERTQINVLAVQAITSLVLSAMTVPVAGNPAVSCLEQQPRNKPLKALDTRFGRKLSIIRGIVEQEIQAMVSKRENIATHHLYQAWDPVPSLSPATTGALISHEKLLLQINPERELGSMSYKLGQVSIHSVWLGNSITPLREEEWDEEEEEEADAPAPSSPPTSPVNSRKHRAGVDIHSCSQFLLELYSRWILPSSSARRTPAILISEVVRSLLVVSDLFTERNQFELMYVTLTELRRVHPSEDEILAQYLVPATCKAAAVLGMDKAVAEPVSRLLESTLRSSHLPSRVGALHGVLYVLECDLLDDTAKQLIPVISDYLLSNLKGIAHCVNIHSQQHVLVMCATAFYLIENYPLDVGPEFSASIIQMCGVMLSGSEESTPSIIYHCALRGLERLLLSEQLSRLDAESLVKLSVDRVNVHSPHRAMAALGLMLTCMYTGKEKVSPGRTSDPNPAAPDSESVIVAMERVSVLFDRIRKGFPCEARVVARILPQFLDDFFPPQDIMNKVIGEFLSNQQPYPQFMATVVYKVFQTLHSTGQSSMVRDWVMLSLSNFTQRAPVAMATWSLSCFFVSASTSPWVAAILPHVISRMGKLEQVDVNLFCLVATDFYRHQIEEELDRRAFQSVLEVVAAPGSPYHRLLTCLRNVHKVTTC
Starred values were filed as active, the others as inactive; i = inactive; x = no result given; & = joins results of further samples. No stated cut-off is given here; in the data, active means inhibition above about 50%; inactive means the rest.

Preview (4 entries):
Fields – Pf apPOL block, mHTT CaM bind
- COC(C)(C)C#C/C=C/S(=O)(=O)c1ccc(C)cc1
    -6, -2
- O=C(NN=C1CCCc2occc21)c1ccc([N+](=O)[O-])cc1
    -4, x
- Cc1ccc(C(=O)Nc2cccc(I)c2)c(Cl)c1
    -6, -1
- Cc1ccc(CC(=O)N2CC(c3nc(C)no3)C3(CCOCC3)C2)cc1 (centres undefined)
    -4, -7

The list itself, previewed entries included:
Fields – Pf apPOL block, mHTT CaM bind
- COC(C)(C)C#C/C=C/S(=O)(=O)c1ccc(C)cc1
    -6, -2
- O=C(NN=C1CCCc2occc21)c1ccc([N+](=O)[O-])cc1
    -4, x
- Cc1ccc(C(=O)Nc2cccc(I)c2)c(Cl)c1
    -6, -1
- Cc1ccc(CC(=O)N2CC(c3nc(C)no3)C3(CCOCC3)C2)cc1 (centres undefined)
    -4, -7
- Cc1c(C(=O)Nc2ccc(NC(=O)c3ccco3)cc2)cccc1[N+](=O)[O-]
    0, 4
- COc1ccc2c(c1)OCC/C2=N\OC(=O)c1ccc(C(C)(C)C)cc1
    2, i
- O=C(CN1C(=O)/C(=C/c2ccc(C(F)(F)F)cc2)Sc2ccccc21)NCC1CCCO1 (centres undefined)
    -10, 25
- Cn1nc(C(=O)N2CCc3nc4cc(-c5ccccc5)[nH]n4c(=O)c3C2)c2ccccc21
    19, 50
- O=C(N1CCN(c2nc(-c3ccccc3)c3cc([N+](=O)[O-])ccc3n2)CC1)C(F)(F)F
    -5, 15
- Cc1ccc(C)c(OCC(=O)N2CCC(C)CC2)c1
    -5, -8
- COc1cc(/C=C2/C(=O)N(c3ccc(C(C)=O)cc3)N=C2C)ccc1OCc1ccccc1
    -4, 10
- Cc1ccccc1-n1nc2c(c1NC(=O)c1ccccc1[N+](=O)[O-])CSC2
    -6, 32
- CCNC(=O)C1CCC(c2cccc(C)c2)N(C(=O)c2ccc(Cl)cc2)C1 (centres undefined)
    1, 25
- Cc1cc(S(=O)(=O)NCCNc2ccc(C(F)(F)F)cc2[N+](=O)[O-])c(C)cc1Cl
    -2, x
- Cc1ccc(C(=O)CSc2nnc(-c3ccc4ccccc4c3)n2C)cc1
    42, x
- O=[N+]([O-])c1ccc(O)c(C=Nc2ccc(-c3nc4ncccc4o3)cc2)c1
    -4, 16
- CCCC(=NC)C1=C(O)CC(C)(C)CC1=O
    -4, -4
- Cc1cc2c(cc1C)NC(c1ccccc1F)C1=C(CC(C)(C)CC1=O)N2 (centres undefined)
    -4, 8
- CCCN(CCC)c1ncnc2sc(CC)cc12
    -3, -58
- O=C(C=COC(=O)c1cc(C(F)(F)F)cc(C(F)(F)F)c1)c1ccc(Cl)cc1
    0, x
- COCCN1C(=O)Cc2ccccc2C1C(=O)N1CCCC1 (centres undefined)
    0, -9
- Cc1cccc(NC(=O)C(=O)Nc2cccc(C)n2)c1
    1, -5
- COCCC(=O)N1CCc2c(c(-c3nc(-c4ccccc4)no3)nn2C)C1
    -7, 23
- CCC(=O)N1CCC(CCOc2ccccc2)CC1
    -3, 3
- O=C(Nc1ncc([N+](=O)[O-])s1)c1ccc2c(c1)C(=O)N(N1C(=O)c3ccccc3C1=O)C2=O
    -8, 1
- Cc1ccc(CNC(=O)c2ccc(N3C(=O)NC4CC3(C)Oc3ccccc34)cc2)cc1 (centres undefined)
    -8, 55*
- CC1CCN(C(=O)c2cc3c(s2)CCC(C(=O)NCc2ccc4c(c2)OCO4)C3)CC1 (centres undefined)
    -2, 4
- COc1ccc(S(=O)(=O)NCCC2=CCCCC2)cc1Br
    0, -22
- CCCN1CCN(C(=O)C2CCc3sc(C(=O)N(C)C)cc3C2)CC1 (centres undefined)
    0, 1
- O=C(NCc1ccccn1)C(=O)Nc1ccc([N+](=O)[O-])cc1
    -1, -3
- Cc1ccc(C)c(NC(=O)Cn2c(=O)n(-c3ccccc3)c3ncccc32)c1
    0, -4
- N#C/C(=C\C=C\c1ccccc1)c1nc(-c2ccc(F)cc2)cs1
    -7, -4
- CC1=NN(c2ccccc2)C(=O)/C1=C/c1cccc(Oc2ccccc2)c1
    3, 52*
- Cn1c2ccccc2c2c(C(=O)N3CCN(c4ccccn4)CC3)cn(C3CCCCC3)c(=O)c21
    1, 41
- O=C(O)CNC(=O)c1ccccc1Cl
    -3, -6
- CCOC(=O)c1cc2cc(Br)ccc2oc1=O
    2, 1
- CCOc1ccc(CNS(=O)(=O)c2ccc3[nH]cc(C(=O)O)c(=O)c3c2)cc1OC
    -6, -6
- CC(=O)c1cccc(NC(=O)c2ccccc2-c2ccccc2C(=O)O)c1
    -5, 2
- O=C(CN1C2=NCCN2c2ccccc21)c1ccc(Cl)cc1Cl
    -14, 4
- CCC[C@H]1COCCS(=O)(=O)N1Cc1cccc(F)c1
    -6, -4
- O=c1[nH]c(/C=C/c2cc(Br)ccc2O)c([N+](=O)[O-])c(=O)[nH]1
    -1, 18
- CCCNC(=O)c1ccc2ncn(C)c(=O)c2c1
    2, -1
- CC(C)C[C@@H](CO)N1CCN(Cc2cccc(C#N)c2)CCC1=O
    -3, 13
- O=C(NCCCN1CCN(c2ccc(F)cc2)CC1)C1CCN(c2ccncc2)CC1
    -4, 6
- COc1cccc(-c2nnc(-c3ccc(OC)c(OC)c3)o2)c1
    -3, -1

Part of the list above in order of SMILES length, lowest first.
Fields – Pf apPOL block, mHTT CaM bind
- COC(C)(C)C#C/C=C/S(=O)(=O)c1ccc(C)cc1
    -6, -2
- O=C(CN1C2=NCCN2c2ccccc21)c1ccc(Cl)cc1Cl
    -14, 4
- CC(=O)c1cccc(NC(=O)c2ccccc2-c2ccccc2C(=O)O)c1
    -5, 2

Continued:
Fields – Pf apPOL block, mHTT CaM bind
- Cc1[nH]nc2c1C(c1ccc(C(=O)O)cc1)CC(=O)N2 (centres undefined)
    1, -3
- CCc1ccc(C(=O)Nc2ccc3c(c2)Sc2ncccc2C(=O)N3C)cc1
    -6, 26
- O=C1NC(=O)C2(COC(c3cccc([N+](=O)[O-])c3)OC2)S1 (centres undefined)
    -4, 1
- CSc1ccccc1NC(=O)C(=O)NCC1CCN(C(=O)c2snnc2C)CC1
    -5, -2
- COc1ccccc1/C=C/C1=NC(=C\c2cccs2)/C(=O)O1
    -4, 9
- COc1ccc(C(=O)COc2coc(CN3CCc4ccccc4C3)cc2=O)cc1
    7, 2
- Cc1cc(NC(=O)Cc2ccc(Cl)cc2)ccc1NC(=O)c1cc2ccccc2o1
    -6, 0
- C/C=C/Cc1c(C)nc2sc(C#N)c(N)c2c1C
    -5, -17
- CC(C)c1ccc(NC(=O)C2CCCN(S(=O)(=O)c3ccc(Br)s3)C2)cc1 (centres undefined)
    -4, -7
- O=C(Nc1cccc(F)c1)OCCCN1CCC2(CCC(c3ccccc3)CC2)C1 (centres undefined)
    -3, 50*
- COc1cc(/C=c2\sc3nc4ccccc4n3c2=O)c(Br)cc1OCC(=O)O
    7, 23
- O=C(CN1C(=O)c2ccccc2C1=O)NN1C(=O)c2ccccc2C1=O
    4, -5
- CCc1[nH]nc(-c2ccccc2Cl)c1NC(=O)C1CCC1
    2, -7
- COc1ccc(C)cc1NC(=O)c1cc2n(n1)CCCN(Cc1ccc(F)cc1)C2=O
    10, -1
- O=C(c1ccccc1)N1CCC(Cc2nnc(-c3ccccc3)o2)CC1
    -3, 12

Among those listed so far, 2 contain an aryl thioether with sulfur outside any ring:
Fields – Pf apPOL block, mHTT CaM bind
- Cc1ccc(C(=O)CSc2nnc(-c3ccc4ccccc4c3)n2C)cc1
    42, x
- CSc1ccccc1NC(=O)C(=O)NCC1CCN(C(=O)c2snnc2C)CC1
    -5, -2

Next section
Fields – Pf apPOL block, mHTT CaM bind
- O=C(O)CCC(=O)N1CCOCC1
    -3, -6
- O=C(C=Cc1ccc2c(c1)OCO2)c1ccc(Cl)c(Cl)c1
    0, 0
- Cc1cccc(NC(=O)N2CCC(CCOc3cccnc3)CC2)c1
    0, 1
- N[C@@H](Cc1cnc[nH]1)C(=O)O
    -4, x
- C=CS(=O)(=O)N(Cc1ccccc1Br)[C@H](CO)Cc1ccccc1
    -2, -7
- CCOc1ccc(CCNC(=O)c2ccc3c(c2)NC(=O)C2CCCN32)cc1OCC (centres undefined)
    1, 10
- O=C(NCCc1ccccc1)c1ccc(CS(=O)(=O)Cc2ccc(Cl)cc2)o1
    -11, 1
- Brc1ccc(-c2nnc(SCCC3OCCCO3)o2)cc1
    -3, -13
- CCSc1nnc2c(n1)OC(c1cc(O)c(O)c(Br)c1)Nc1ccccc1-2 (centres undefined)
    6, 2
- Cc1cccc(N2C(=O)c3cccnc3C2CC(=O)NC2CC2)c1 (centres undefined)
    -2, -8
- COc1cc(OC)c(OC)cc1/C=C1N=C(/C=C/c2cccc(Cl)c2Cl)OC/1=O
    5, 1
- Cc1cccc(NC(=O)c2ccc(N(C)S(=O)(=O)c3ccccc3)cc2)c1C
    -1, -6
- COc1ccccc1NC(=O)C1CC(=O)N(CCc2c[nH]c3ccc(Cl)cc23)C1 (centres undefined)
    0, 41
- COc1ccc(C2C(C(=O)Nc3nc4ccccc4s3)=C(C)NC3=C2C(=O)CC(C)(C)C3)cc1 (centres undefined)
    -4, -51
- CCCC(=O)N(CCN1CCOCC1)c1nc2ccc(Br)cc2s1
    -9, 26
- O=[N+]([O-])c1ccc2nc(CCCc3nc4ccc([N+](=O)[O-])cc4[nH]3)[nH]c2c1
    0, 7
- CC(=O)N1c2ccccc2NC(=O)C1CC(=O)Nc1ccccc1Cl (centres undefined)
    -3, -3
- Cc1nc(C(=O)N2CCN(Cc3ccccc3)CC2)c(C)n1C1CCN(C)CC1
    2, -4
- Cc1[nH]nc(SCC(=O)N(C)c2ccccc2)c1[N+](=O)[O-]
    1, 5
- Cc1ccc(NC(=O)c2cc3c(CO)cnc(C)c3oc2=Nc2ccc(Cl)c(Cl)c2)cc1
    0, 0
- CN1CCN(S(=O)(=O)c2ccc(C(=O)O)cc2)CC1
    -3, -9
- CC(C)C(Nc1ncnc2ccccc12)C(=O)O (centres undefined)
    2, 0
- CN1C(=O)c2ccc(NC3=NS(=O)(=O)c4ccccc43)cc2C1=O
    -12, -3
- NNC(=O)c1cc(-c2ccc(N)cc2)nc2ccc(Br)cc12
    -4, 14
- COc1cccc(N2C=C(C#N)S(=O)(=O)c3ccc(Cl)cc32)c1
    -2, 3
- Cc1c(C(=O)N(C)Cc2ccccc2)oc2ccc(S(=O)(=O)N3CCCC3)cc12
    -13, 4
- Clc1cc(Cl)c(NN=Cc2cc(Cl)sc2Cl)c(Cl)c1
    -9, x
- Cc1cccc(CNC(=O)c2ccc3c(c2)nc2n3CCN(C3CCCCC3)C2=O)c1
    2, -9
- COc1ccc(NC(=O)c2ccc(C)c(Cl)c2)c(OC)c1
    -9, -7
- Cc1nc(-c2cn(-c3ccc(F)cc3)nn2)no1
    0, -4
- COc1ccccc1-c1c(C(F)(F)F)oc2c(CN3CCCCC3)c(O)ccc2c1=O
    -4, 5
- O=C(Nc1cccc(F)c1)N1CCC2(CC1)Nc1cc(F)ccc1-n1cccc12
    -1, 87*
- CSc1nn(-c2ccccc2)c(N)c1S(=O)(=O)c1ccc(Cl)cc1
    -2, x
- O=C1OC(c2cc([N+](=O)[O-])ccc2Cl)=N/C1=C\C(Cl)=C\c1ccccc1
    3, 13
- Cc1nc(-c2ccncc2)nc2c1CC(=O)N2Cc1ccccn1
    -9, 14
- Cc1ccc2sc(N3CCN(CCNC(=O)c4ccc([N+](=O)[O-])o4)CC3)nc2c1C
    -19, 39
- NC(=O)C1CC(c2ccccc2)=NO1 (centres undefined)
    2, 8
- Cc1ccc(-n2ncc3c(=O)n(NC(=O)COc4ccc(Cl)cc4Cl)cnc32)cc1
    -3, -6
- COc1ccc(NCN2C(=O)C3CC=CCC3C2=O)cc1 (centres undefined)
    -4, 13
- CC1=NN(c2ccc(Cl)c(Cl)c2)C(=O)/C1=C/c1ccco1
    -1, 21
- CC(C)c1c(C2CCN(C(=O)NCc3ccccc3)CC2)noc1N
    -2, -2
- O=C(CSc1nc2[nH]ncc2c(=O)n1-c1ccccc1)c1ccc(Cl)cc1
    2, 44
- CCOc1cc(C2C(C#N)=C(N)Oc3n[nH]c(-c4ccncc4)c32)cc([N+](=O)[O-])c1O (centres undefined)
    -6, 7
- N#CC1=C(N)Oc2cc(O)ccc2C1c1ccccc1Cl (centres undefined)
    2, 10
- CCCNC(=O)c1ccc(SC)cc1OC
    -5, -6
- N/N=C1/C2CN3CCN(C2)CC1(Cc1ccccc1)C3
    x, i
- CCOc1ccccc1N(CC(=O)Nc1ccc(I)cc1)S(C)(=O)=O
    -2, 6
- CCOc1cccc2cc(-c3cn4c(n3)sc3cc(OC)ccc34)c(=O)oc12
    -6, -4
- CC1Cc2ccccc2N1C(=O)c1coc(NC(=O)c2ccco2)n1 (centres undefined)
    -6, -3
- O=C(O)CCCCn1c(SCc2ccccc2Cl)nc2ccsc2c1=O
    -2, 7
- O=C(c1ccccc1)N1CCN(Cc2cc(Br)ccc2O)CC1
    -2, 14
- CC(Sc1ccc(Cl)cc1)C(=O)Nc1ccc2c(c1)OCCO2 (centres undefined)
    -2, -6
- Cc1nc2nc(SCC(=O)NC3CC3)nn2c(C)c1Cc1c(F)cccc1Cl
    2, 4
- O=[N+]([O-])c1cccc(CN2CCN(Cc3ccc4c(c3)OCO4)CC2)c1
    5&2, 8&8
- CNc1nccc(N2CCC(CC(=O)N(C)CCCc3c(C)nn(C)c3C)CC2)n1
    -2, 3
- CN1CCN(CCCNC(=O)C2CCN(c3nnc4ccccn34)CC2)CC1
    -5, 2
- COc1ccc(OCCNC(=O)Nc2cc(F)c(F)cc2Cl)cc1
    0, -3
- COC(=O)C(C)(N)Cc1ccc(O)cc1 (centres undefined)
    -1, x
- Cc1cc(C(=O)N(CCc2cccs2)Cc2cccnc2)c(C)o1
    -8, -5
- COc1cccc(C(CC(=O)NCc2cccnc2)NS(=O)(=O)c2ccc(C)cc2)c1OC (centres undefined)
    -5, -8
- CC(C)C1C(=O)N(Cc2cn(CC3CCCCC3)nn2)CCS(=O)(=O)N1Cc1ccc(-c2cccc(CO)c2)cc1 (centres undefined)
    -9, 55*
- Cc1noc(-c2cccn2Cc2cccc(Cl)c2)n1
    1, -57
